Giardia kill: kills Giardia lamblia. Giardia lamblia trophozoite viability. activity change, % at 7.66 µM, hits read low. 340,000 tested, 0.15% active. AID 540267; in the data active = activity change below about -80%; inconclusive = between about -30% and that limit;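 note: parasites exposed to compound for two days anaerobically before the ATP read; % is set by controls: 0 for no effect and ±100 for the full control effect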
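Media and compound were dispensed first, then trophozoites at 100 cells/well; plates sat 48 hrs at 37 deg C without oxygen before ATP luminescence reagent was added and read after 15-30 min at room temperature.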
GALK inh: galactokinase (human) inhibition | P51570 | Purified GALK, Kinase-Glo residual ATP luminescence | Potency, µM (top dose mostly 57.5 µM), inactives show at the highest dose activity change, negative = inhibition, usual class: inhibitors | 270,000 tested, 0.007% active | AID 1868; note: potency is the fitted concentration of half-maximal effect; % is set by controls: 0 for no effect and ±100 for the full control effect
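5 nM enzyme, 35 uM ATP, 100 uM galactose, 20 mM HEPES pH8.0, 5 mM MgCl2; 1 h RT; residual ATP by Kinase-Glo Plus luminescence, qHTS format.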
Tb PFK inh: blocks T. brucei phosphofructokinase; O15648; T. brucei PFK, ADP-Glo luminescence; AID 485367; Potency, µM (top dose mostly 57.5 µM), inactives show at the top dose activity, negative = inhibition, most hits filed as inhibitors; 330,000 tested, 0.17% active;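 note: potency is the fitted concentration of half-maximal effect; 0% = uninhibited 1x PFK enzyme wells and -100% = no-enzyme wells; nearly all actives have a fitted effect of over 60% in size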
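In TEA buffer at pH 8.0 with 5 mM MgCl2, enzyme (1.25 nM) converted F6P (0.5 mM) and ATP (0.1 mM) for 45 min at room temperature. ADP product was read by luciferase luminescence.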
B2AR arrestin: beta2AR (human) beta-arrestin recruitment activity. beta-arrestin recruitment to beta2AR, cell-based reporter. 330,000 tested, 0.02% active. P07550. Potency, µM (titrated, usually from 46.1 µM), without a hit: at the highest dose activation, hits mostly activators. AID 492947;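 note: potency is the fitted concentration of half-maximal effect; 0% = DMSO controls and full agonism = EC100 isoproterenol or metaproterenol; nearly all actives have a fitted effect of over 65% in size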
Target sequence (P07550 whole entry, looked up): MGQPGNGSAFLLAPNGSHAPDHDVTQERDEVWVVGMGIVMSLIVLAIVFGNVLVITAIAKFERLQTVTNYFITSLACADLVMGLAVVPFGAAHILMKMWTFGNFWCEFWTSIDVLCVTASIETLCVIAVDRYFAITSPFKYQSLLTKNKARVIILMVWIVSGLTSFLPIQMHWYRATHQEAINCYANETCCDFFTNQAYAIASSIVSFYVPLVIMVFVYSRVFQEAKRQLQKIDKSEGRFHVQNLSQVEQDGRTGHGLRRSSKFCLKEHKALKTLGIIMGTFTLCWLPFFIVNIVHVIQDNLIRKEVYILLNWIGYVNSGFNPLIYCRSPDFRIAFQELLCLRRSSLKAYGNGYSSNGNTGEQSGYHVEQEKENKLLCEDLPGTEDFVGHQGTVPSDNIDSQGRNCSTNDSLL
Chronic BCR inh: chronic active BCR signaling inhibition; ABC-DLBCL IkBa-CBG/CBR reporter, luminescence ratio, 4 h; Potency, µM (titrated, usually from 46.1 µM), without a hit: at the top dose ratio change, negative = lower green/red ratio, hits mostly inhibitors; 340,000 tested, 0.05% active; AID 493014; active = well fitted inhibition curve with a large enough effect in the signal ratio, with a control signal flat, not every such curve was filed as active; inconclusive = small, poorly fitted or top-dose-only effect, or effect the other way, or a change in a side signal; the % refers to the signal ratio;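 note: potency is the fitted concentration of half-maximal effect; plate controls were basal doxycycline-induced cells for no effect and cells given 10 µM MG132 for full effect; MG132 reads +100%, hits lower the ratio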
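Concentration-response series (up to 46 uM) were applied to TMD8 dual-reporter cells for 4 h at 37C with doxycycline. Green/red ratio, after filter-overlap correction, defined %Activity; red signal alone was normalised to basal cells and zero luminescence.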
Coupling enz: counter-screen for Giardia aldolase inhibitors: coupling enzyme system; coupling enzyme system counterscreen, AmpLite Red fluorescence; AID 2472; activity change, negative = inhibition, % at 58.2 µM, hits read low; 290,000 tested, 0.67% active; in the data active = activity change below about -30%; note: % is set by controls: 0 for no effect and ±100 for the full control effect
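Final compound at 57.5 uM, incubated 10 min at RT with coupling enzyme reagent (glyceraldehyde-3-phosphate), then 20 min with substrate and AmpLite Red detection. Fluorescence read at 525/598 nm; tests interference with the coupling assay, not aldolase inhibition.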
ASM inhibitor: blocks human secretory acid sphingomyelinase; placental ASM, HMU-PC fluorogenic substrate, 60 min; 340,000 tested, 0.006% active; Potency, µM (titrated, usually from 57.5 µM), without a hit: top-dose activity change, negative = inhibition, usual class: inhibitors; P17405; note: potency is the fitted concentration of half-maximal effect
Target sequence (P17405 47-631 limits assumed): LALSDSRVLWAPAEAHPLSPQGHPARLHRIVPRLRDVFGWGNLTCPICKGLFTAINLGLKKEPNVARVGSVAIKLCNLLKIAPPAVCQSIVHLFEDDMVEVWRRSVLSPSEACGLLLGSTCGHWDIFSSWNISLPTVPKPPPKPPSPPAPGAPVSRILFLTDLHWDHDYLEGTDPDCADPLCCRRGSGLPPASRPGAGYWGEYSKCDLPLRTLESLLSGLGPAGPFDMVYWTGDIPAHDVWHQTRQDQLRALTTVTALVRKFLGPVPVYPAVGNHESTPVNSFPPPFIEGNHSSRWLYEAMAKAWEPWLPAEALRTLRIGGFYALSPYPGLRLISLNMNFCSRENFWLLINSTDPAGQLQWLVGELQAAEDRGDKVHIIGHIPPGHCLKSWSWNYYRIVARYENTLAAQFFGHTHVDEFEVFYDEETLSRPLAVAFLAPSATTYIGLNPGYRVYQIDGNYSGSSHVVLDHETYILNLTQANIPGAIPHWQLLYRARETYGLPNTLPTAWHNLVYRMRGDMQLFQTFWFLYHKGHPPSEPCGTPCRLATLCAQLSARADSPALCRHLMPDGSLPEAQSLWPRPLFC
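Fluorogenic HMU-PC substrate (9 uM final) is turned over by placental ASM in 60 min at 37 C after a 10 min compound preincubation. Reaction ended by alkaline stop (pH 10), with fluorescence read at 386/447 nm.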
a7 integrin act: activators of alpha7 integrin expression for muscular dystrophy; alpha7betagal myoblasts, beta-gal FDG fluorescence, 48 h; Potency, µM (doses to about 38.3 µM), without a hit: at the highest dose activation, actives largely listed as activators; 350,000 tested, 0.064% active;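 note: potency is the fitted concentration of half-maximal effect; 100% = response of the positive control SU9516; nearly all actives have a fitted effect of over 60% in size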
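alpha7betagal+/- myoblasts (passage 13, 250/well) treated 48 h at 37C with compounds at 1:260 dilution of DMSO stock. Lysed, then beta-galactosidase activity read as FDG fluorescence (ex 480/em 540) after 30 min, with pre-read for autofluorescence.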
Menin MLL FP TR: inhibitors of human menin-MLL interaction, mutant MLL peptide. O00255. Menin + Texas Red MLL mutant peptide, fluorescence polarization. Potency, µM (titrated, usually from 61.6 µM), inactives show top-dose FP activity change, negative = inhibition, hits mostly inhibitors. 270,000 tested, 0.23% active. AID 1768; active = well fitted inhibition curve with a large enough effect in the polarisation, with a control signal flat, not every such curve was filed as active; inconclusive = small, poorly fitted or top-dose-only effect, or effect the other way, or a change in a side signal; inactive = no such curve, though single readings can be large or run the other way; the % refers to the polarisation; note: potency is the fitted concentration of half-maximal effect; % of control where 0% means no effect; many of its hits are not listed in these tables
PTAP TSG101 blk: blocks PTAP/TSG101 interaction to inhibit HIV-1 budding; Fluorescence polarization, FITC-PTAP peptide / Tsg101 binding; Potency, µM (top dose mostly 115 µM), inactives show top-dose activity change, negative = inhibition, hits mostly inhibitors; 340,000 tested, under 10 active; active = well fitted inhibition curve with a large enough effect in the main read-out, with a control signal flat, not every such curve was filed as active; inconclusive = small, poorly fitted or top-dose-only effect, or effect the other way, or a change in a side signal; inactive = no such curve, though single readings can be large or run the other way; note: potency is the fitted concentration of half-maximal effect; % of control where 0% means no effect
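Fluorescence anisotropy tracks displacement of a FITC-tagged PTAP peptide (50 nM) from the Tsg101 binding domain (10 uM), following a 20 min room-temperature incubation at pH 7.5.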
PKM2 activator: activators of human pyruvate kinase M2 | purified PKM2, Kinase-Glo ATP luminescence, activation; response scale: 0% is enzyme alone, no compound | Potency, µM (series often up to 57.5 µM), inactives show at the top dose activation, most hits filed as activators | P14618 | 260,000 tested, 0.34% active | AID 1631; note: potency is the fitted concentration of half-maximal effect; % is set by controls: 0 for no effect and ±100 for the full control effect; nearly all actives have a fitted effect of over 55% in size
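ATP formation by purified human PK-M2, quantified via coupled luciferase luminescence after 1 h at room temperature with 0.1 mM ADP and 0.5 mM PEP final.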
Starred values were filed as active, the others as inactive; ? = inconclusive; . = no result given; & = joins results of further samples; [ ] = remark or other dose. Unless noted, calls come from the whole dose curve; as a rule, active = well fitted curve in the direction sought with a large enough effect; inconclusive = small, poorly fitted or top-dose-only effect, or another doubt; inactive = no such curve, though single readings can be large; an effect the other way counts as inactive or inconclusive. Not all compounds are listed; rates above refer to the full screens.

SMILES | Giardia kill | GALK inh | Tb PFK inh | B2AR arrestin | Chronic BCR inh | Coupling enz | ASM inhibitor | a7 integrin act | Menin MLL FP TR | PTAP TSG101 blk | PKM2 activator
Cc1ccc(OCCN2C(=O)S/C(=C\c3ccc(C)o3)C2=O)cc1 | 9.3 | -3.7% | 0.0% | -0.4% | 3.2% | -5.8 | -2.5% | -18.9% | -3.4% | 4.2% | ?
O=C(CCC1CCCN(C(=O)c2ccco2)C1)NCc1ccccc1F (stereo not given) | 1.8 | -0.5% | 8.9% | 0.0% | -6.3% | 4.9 | 0.8% | 4.6% | -2.0% | -3.7% | ?
COc1ccc(C2CC(c3ccc(Cl)cc3)Nc3nc(NC(=O)c4ccco4)nn32)cc1 (stereo not given) | 0.7 | -2.4% | 0.2% | -0.5% | 7.6% | 6.9 | ? | 6.7% | -2.0% | -6.5% | -22.4%
COc1cccc(NC(=O)CN(C)C(=O)c2cccc(S(=O)(=O)N3CCN(c4ccc(F)cc4)CC3)c2)c1 | 2.9 | . | -1.6% | 0.6% | 0.6% | . | -5.8% | -27.6% | . | -3.9% | .
Cc1cc(N/N=C/c2ccco2)c2ccccc2n1 | -7.0 | 5.2% | -6.4% | 0.1% | -4.2% | 2.0 | 9.0% | -24.6% | -0.9% | -4.8% | -1.6%
Cc1ccc(C(=O)CC(=O)COc2ccc(Cl)cc2C)cc1 | 6.5 | 1.1% | 0.0% | -0.6% | -9.9% | -0.1 | -5.1% | -26.8% | 5.7% | -0.2% | -2.2%
O=C(CSc1ccc2nnc(-c3ccc(F)cc3)n2n1)N1CCCc2ccccc21 | 1.8 | -1.5% | -4.5% | -0.2% | 6.9% | 5.9 | -10.5% | -19.3% | -10.5% | 0.8% | -5.0%
O=C(CCCN1C(=O)/C(=C\c2cccs2)SC1=S)Nc1ccc(O)cc1C(=O)O | 4.4 | -12.3% | 13.4% | 0.3% | ? | . | 7.6% | -43.1% | . | -4.4% | .
C[C@H](NC(=O)[C@@H]1Cc2ccccc2CN1)C(=O)Nc1ccc2c(c1)OCO2 | -1.3 | -3.3% | 0.1% | 0.1% | 3.3% | . | 3.8% | 13.8% | . | -0.1% | .
CCN1CCN(c2ccc(S(=O)(=O)N3CCOCC3)cc2NC(=O)c2ccc(C(F)(F)F)cc2)CC1 | 1.5 | . | -1.9% | -0.6% | 0.0% | . | 1.0% | -19.5% | . | -0.9% | .
O=S(=O)(c1cccs1)N1CCN(Cc2ccccc2)CC1 | 3.3 | -0.3% | -4.5% | 0.0% | ? | -10.3 | 2.9% | 3.9% | -4.9% | -2.8% | 15.5%
CC(=O)Nc1ccc(NC(=O)c2cccc(S(=O)(=O)N3CCCCCC3)c2)cc1 | -3.2 | . | 1.5% | 0.8% | 0.2% | . | -1.0% | -41.9% | . | -0.1% | .
O=C1CCC(c2ccc3c(c2)CCC3)=NN1 | 9.2 | 5.0% | 0.0% | -1.1% | 1.6% | 0.6 | 2.5% | 21.9% | -1.4% | -2.6% | .
O=c1oc(-c2ccc(F)cc2)nc2ccsc12 | -11.7 | 0.5% | 2.4% | -0.1% | ? | -0.4 | 4.1% | 31.4% | -8.4% | -2.6% | 0.0%
CC1(c2ccc(Cl)cc2)NC(=S)N2C1NC(=S)N2c1ccccc1 (stereo not given) | -13.4 | 2.3% | -1.3% | -0.2% | ? | -4.2 | ? | 0.0% | . | -1.4% | -3.9%
CC1(C)Cc2c(C#N)c(N3CCOCC3)nc(-c3ccccc3)c2CO1 | 7.9 | -5.1% | -5.1% | 0.1% | 2.5% | 2.5 | 276.8%[activator] | -10.0% | -12.8% | -0.3% | -3.9%
COc1ccc(NC(=O)Cn2nnc(C(=O)NCc3ccccc3)c2N)c(OC)c1 | 23.6 | 5.9% | 6.1% | -0.2% | ? | 0.1 | 4.9% | -18.6% | 7.9% | -6.2% | -4.1%
O=C(NNC(=O)c1ccccc1)C(=O)N1CCCCC1 | 19.5 | -0.7% | -3.0% | -0.5% | 2.2% | -0.1 | -2.9% | 0.3% | 11.2% | -4.4% | -5.7%
O=C(CN1CCN(c2ccccn2)CC1)N(c1ccccc1)c1ccc2ccccc2c1 | -8.3 | 5.1% | 3.1% | 0.2% | -0.3% | 0.3 | 0.4% | 5.5% | -15.7% | -2.1% | 9.0%
Cn1c(SCC(=O)NC2CCCC2)nnc1-c1ccccn1 | -5.6 | 7.3% | -0.9% | -0.4% | 4.3% | . | -1.6% | -8.2% | . | -5.7% | -4.9%
NC(=O)NCc1cccc(Cl)c1 | 9.0 | -0.9% | ? | -0.3% | -4.4% | -0.2 | -3.4% | 5.2% | -3.9% | -4.7% | 0.5%
C=CCc1cc(/C=C2/NC(=O)NC2=O)cc(OCC)c1O | -13.1 | -0.1% | 4.3% | 0.0% | ? | 0.4 | -1.9% | 0.0% | ? | -0.1% | -2.3%
CCOC(=O)c1ccc(Nc2ncnc3c2cnn3C)cc1 | -9.9 | 3.7% | 4.0% | -3.3% | ? | 0.3 | -8.6% | -15.9% | 3.6% | -5.2% | 1.9%
CC(C)(C)c1ccc(OCC(O)CN2CCN(c3ccccn3)CC2)cc1 (stereo not given) | -3.9 | -3.3% | 1.4% | 0.1% | -3.3% | . | -5.6% | -42.2% | . | -6.3% | .
COc1ccc(CCCc2nnc(SCC(=O)Nc3nc(C)cs3)n2C)cc1C | 4.5 | -0.5% | -0.6% | -0.2% | 0.0% | -0.1 | 8.2% | 19.7% | ? | 4.2% | 3.3%
CCCC(C(=O)OCCN(CC)CC)(c1ccccc1)c1ccccc1 | -13.8 | . | . | . | . | 4.5&-1.4 | -3.6% | . | ? | -3.6% | .
NC(=O)/C(=C/c1cccnc1)NC(=O)c1ccccc1 | 5.1 | 1.3% | 1.7% | -0.9% | -4.7% | 0.1 | -5.1% | 18.6% | . | 3.6% | 1.0%
CCC(CC)N1CCN(CC2CC=CCC2)CC1 (stereo not given) | ? | 15.2% | -1.3% | -0.9% | 6.0% | 1.7 | 2.8% | 17.2% | -4.8% | -0.9% | -1.9%
Cc1nc2ccccc2n1CC(=O)N/N=C/c1cccs1 | 14.3 | 0.6% | 0.6% | 0.2% | -0.9% | -2.6 | -0.3% | -7.9% | 6.2% | -3.3% | 0.9%
Cc1ccc(CN2CC(C(=O)N3CCN(S(=O)(=O)c4ccc(C)cc4C)CC3)CC2=O)cc1 (stereo not given) | -6.9 | . | 9.1% | -0.8% | -3.3% | . | 1.7% | -4.0% | . | 0.4% | .
CSCCC(NS(=O)(=O)c1ccc(Cl)cc1)C(=O)OCC(=O)NC1CC1 (stereo not given) | 10.2 | 4.8% | -0.4% | -0.4% | -5.4% | 1.2 | 2.6% | 14.0% | -0.7% | -1.6% | -2.7%
Cc1ccc(OS(=O)(=O)c2ccccc2)c(/C=N/N=C2\NC(=O)C(C)S2)c1 (stereo not given) | -5.9 | -4.6% | -5.6% | 0.0% | -9.8% | 1.0 | -4.8% | -9.8% | 2.9% | -6.2% | 12.3%
CC(=O)c1cccc(NC(=S)N2CCN(S(=O)(=O)c3ccc(F)cc3)CC2)c1 | 6.6 | -4.5% | 1.9% | -1.8% | 0.9% | . | -3.4% | 0.8% | . | -5.4% | 16.3%
COc1ccc(C)cc1NC(=O)COC(=O)C1CC1 | -0.2 | 1.1% | -6.0% | 0.1% | 2.6% | 2.8 | -0.5% | 11.2% | . | 0.2% | -0.4%
O=C(NCCO)c1ccc(Cl)c(Cl)c1 | 18.1 | 0.1% | 1.3% | 0.1% | 2.0% | -3.4 | 3.5% | -12.1% | 6.8% | -8.6% | -5.9%
O=C(CCn1c(=O)oc2ccccc21)N1CCN(c2ccc(F)cc2)CC1 | -23.2 | 1.8% | -9.3% | -0.1% | 4.7% | 0.7 | 3.1% | 18.3% | 4.7% | -1.5% | -12.4%
O=C(Nc1cccc(F)c1)C1CCCCC1 | -26.0 | . | -0.5% | -0.3% | -2.8% | . | 0.8% | -3.7% | . | -2.5% | .
CCCOC(=O)C1C2C=CC(C3CC23)C1C(=O)OCC(=O)c1ccccc1 (stereo not given) | 9.6 | 6.8% | 1.6% | -0.2% | 0.9% | -9.8 | -7.1% | 19.0% | 2.5% | 1.4% | -5.4%
CC1CCN(c2nc3ccc(C(=O)O)cc3s2)CC1 | -29.1 | -1.5% | 3.1% | -0.6% | ? | 14.4 | 4.5% | 15.0% | 1.5% | 3.8% | -2.5%
CCCn1c(=O)[nH]c(=O)c2c1nc(-c1ccc(C(F)(F)F)cc1)n2CCOC | -1.1 | 3.7% | -1.8% | -0.1% | -9.3% | -2.5 | 14.8% | -17.6% | 0.5% | -1.8% | -1.9%

Screens (PubChem BioAssay)
